Screening results (PubChem)
Tb PFK block: inhibitors of T. brucei phosphofructokinase | O15648 | T. brucei PFK, ADP-Glo luminescence | Potency, µM (titrated, usually from 57.5 µM), inactives show at the highest dose activity, negative = inhibition, actives largely listed as inhibitors | hit rate 0.17% among 330,000 | AID 485367;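 also: potency is read from the fitted curve at half-maximal effect; 0% = uninhibited 1x PFK enzyme wells and -100% = no-enzyme wells; nearly all actives have a fitted effect of over 60% in size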
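In TEA buffer at pH 8.0 with 5 mM MgCl2, enzyme (1.25 nM) converted F6P (0.5 mM) and ATP (0.1 mM) for 45 min at room temperature. ADP product was read by luciferase luminescence.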
ELG1 genotox: induces genotoxicity in HEK293T cells with luciferase-tagged ELG1; hit rate 1.3% among 330,000; HEK293T ELG1-luciferase reporter, luminescence, 16 h; AID 504466; Potency, µM (top dose mostly 46 µM), without a hit: at the highest dose activity change, positive = activation, usual class: activators; also: potency is read from the fitted curve at half-maximal effect; % of control where 0% means no effect; nearly all actives have a fitted effect of over 60% in size
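ELG1-luciferase HEK293T cells, 2,000/well; compound pinned in; 16 hr, 37 °C, 5% CO2; ONE-Glo, 30 min RT; luminescence on CCD imager.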
ELG1 DNA repair: blocks ELG1-dependent DNA repair in HEK293T cells | HEK293T ELG1-luciferase reporter, luminescence, 16 h; DNA damage induced by 5-fluorouridine | Potency, µM (doses to about 46.1 µM), for inactives: top-dose activity change, negative = inhibition, hits mostly inhibitors | hit rate 2.3% among 330,000; also: potency is read from the fitted curve at half-maximal effect; % is scaled to controls: 0 for no effect and ±100 for the full control effect; nearly all actives have a fitted effect of over 55% in size
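DMSO vehicle served as the neutral condition. Each well held 2,000 cells given 5-fluorouridine plus compound; after 16 hr at 37 °C/5% CO2, ONE-Glo was added and luciferase measured 30 min later.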
VP16 counter: Gal4-VP16 reporter inhibition counter-screen; Drosophila S2 Gal4-VP16 UAS-luciferase, luminescence, 20 h; Potency, µM (doses to about 53.6 µM), inactives show at the highest dose activity, negative = inhibition, hits mostly inhibitors; hit rate 3.5% among 310,000;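 also: Gal4-VP16 expression switched on by copper sulfate through the metallothionein promoter; potency is read from the fitted curve at half-maximal effect; % is scaled to controls: 0 for no effect and ±100 for the full control effect; nearly all actives have a fitted effect of over 50% in size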
BRCA1 expr up: BRCA1 expression activation. MCF7-BRCA1-FFLuc reporter, luminescence, 48 h; response scale: scaled: vehicle 0%, 10 µM genistein 100%. Potency, µM (doses to about 46.1 µM), inactives show top-dose activation, actives largely listed as activators. hit rate 1.1% among 380,000. AID 624202; also: potency is read from the fitted curve at half-maximal effect; nearly all actives have a fitted effect of over 80% in size; some results filed as inactive show a strong effect at the top dose
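Luminescence from a BRCA1-driven firefly luciferase in MCF7 cells was the read-out, taken 15 min after substrate addition following 48 h compound exposure at 37 °C. Data were normalized to a 10 microM genistein control and DMSO vehicle.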
RORgamma inh: ROR gamma (mouse) transcription inhibition. P51450. Drosophila S2 Gal4-RORgamma UAS-luciferase reporter, 20 h. Potency, µM (titrated, usually from 53.6 µM), for the others: at the top dose activity change, negative = inhibition, usual class: inhibitors. hit rate 5.4% among 310,000. AID 2551; also: potency is read from the fitted curve at half-maximal effect; % is scaled to controls: 0 for no effect and ±100 for the full control effect; nearly all actives have a fitted effect of over 60% in size
Target sequence (P51450 whole entry, looked up, the tested form may be a part): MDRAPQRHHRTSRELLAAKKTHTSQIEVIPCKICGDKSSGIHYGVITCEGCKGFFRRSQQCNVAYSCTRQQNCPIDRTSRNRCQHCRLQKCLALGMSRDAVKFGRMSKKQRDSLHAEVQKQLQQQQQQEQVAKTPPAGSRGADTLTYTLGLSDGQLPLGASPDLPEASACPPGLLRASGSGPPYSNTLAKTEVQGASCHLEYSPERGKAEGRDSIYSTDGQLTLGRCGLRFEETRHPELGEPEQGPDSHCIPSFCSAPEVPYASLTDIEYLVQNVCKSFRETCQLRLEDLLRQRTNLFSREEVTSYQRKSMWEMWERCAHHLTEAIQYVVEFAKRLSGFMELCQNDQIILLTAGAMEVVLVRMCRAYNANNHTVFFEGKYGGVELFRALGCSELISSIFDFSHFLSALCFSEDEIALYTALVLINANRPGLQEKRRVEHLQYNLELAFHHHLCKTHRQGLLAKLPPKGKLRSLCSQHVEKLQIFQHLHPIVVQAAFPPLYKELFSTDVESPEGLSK
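Using a luciferase readout, inhibitors were identified by reduced reporter activity in Drosophila cells coexpressing a copper-inducible Gal4–ROR gamma fusion and UAS-driven Photinus luciferase, incubated 20 hr after 700 uM copper sulfate.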
TRPV1 ag: human TRPV1 agonism. hit rate 0.19% among 320,000. activation, % at 8.33 µM. Q8NER1. AID 540275. TRPV1-expressing cells, Fluo-8 calcium influx, agonist mode; in the data active = activation above about 80%; inconclusive = between about 30% and that limit; also: 0% is about no effect
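Fluo-8 calcium influx in TRPV1-expressing cells, kinetic read (ex 480/em 520 nm). Compound added and read 3 min for agonist activity, followed by capsaicin at EC20 final and 2 min further read for enhancement.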
FLuc counter: firefly luciferase modulation, counter-screen for miR-21 project; purified FLuc, Km substrates, luminescence inhibition; Potency, µM (doses to about 57.5 µM), for the others: at the top dose activity change, negative = inhibition, usual class: inhibitors; hit rate 6.9% among 360,000; AID 588342;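 also: potency is read from the fitted curve at half-maximal effect; plate controls were vehicle for no effect and reference inhibitor for full effect; nearly all actives have a fitted effect of over 55% in size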
Target sequence (P08659 whole entry, looked up): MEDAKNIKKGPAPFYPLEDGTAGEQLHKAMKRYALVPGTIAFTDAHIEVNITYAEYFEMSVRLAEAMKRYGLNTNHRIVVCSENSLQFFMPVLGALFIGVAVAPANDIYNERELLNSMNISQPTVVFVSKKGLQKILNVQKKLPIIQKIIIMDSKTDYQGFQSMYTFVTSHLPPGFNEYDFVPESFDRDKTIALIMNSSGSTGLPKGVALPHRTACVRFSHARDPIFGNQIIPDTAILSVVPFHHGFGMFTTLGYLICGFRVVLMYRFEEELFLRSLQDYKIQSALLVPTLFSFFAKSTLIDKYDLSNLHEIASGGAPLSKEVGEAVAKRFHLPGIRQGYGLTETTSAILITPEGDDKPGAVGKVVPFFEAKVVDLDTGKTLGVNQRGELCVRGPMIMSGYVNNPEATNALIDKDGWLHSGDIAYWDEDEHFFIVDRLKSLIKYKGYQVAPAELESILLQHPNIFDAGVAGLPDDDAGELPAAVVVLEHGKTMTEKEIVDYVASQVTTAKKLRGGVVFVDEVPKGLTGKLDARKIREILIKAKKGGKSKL
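Biochemical qHTS of compounds, final roughly 60 µM downward over six points, against 10 nM purified firefly luciferase using Km concentrations of substrates (10 uM D-luciferin, 10 uM ATP) in Tris acetate pH 7.5 buffer; luminescence output.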
NPC1 prom act: NPC1 promoter activation | Huh7 NPC1 promoter luciferase reporter, 24 h | hit rate 2.4% among 320,000 | Potency, µM (doses to about 9.22 µM), inactives show top-dose activation, hits mostly activators;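 also: potency is read from the fitted curve at half-maximal effect; % of control where 0% means no effect; nearly all actives have a fitted effect of over 60% in size; reporter is driven by a mutant NPC1 promoter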
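Luminescence read-out of NPC1 promoter-driven luciferase in stably transfected Huh7 cells; compounds delivered in DMSO and left 24 h at 37C, 5% CO2, qHTS titration format.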
p53 reactivator: mutant p53 re-activation in reporter cells; Potency, µM (series often up to 92.2 µM), for the others: top-dose activity change, positive = activation, hits mostly activators; H1299 p53-A138V BP100-luciferase reporter, luminescence, 24 h; hit rate 0.063% among 320,000; also: potency is read from the fitted curve at half-maximal effect; % of control where 0% means no effect; nearly all actives have a fitted effect of over 45% in size
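p53-null H1299 cells stably carrying temperature-sensitive p53-A138V and a BP100-luciferase reporter were pinned with compounds (4-point, 1:5 series) and held 24 hrs at 37 deg C. Luminescence was read 10 min after detection reagent.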
Rab9 prom act: Rab9 promoter activation | Huh7 Rab9 promoter-luciferase reporter, luminescence, 24 h | hit rate 2.8% among 320,000 | AID 485297 | Potency, µM (titrated, usually from 9.22 µM), for inactives: at the highest dose activation, negative = inhibition, most hits filed as activators; also: potency is read from the fitted curve at half-maximal effect; % of control where 0% means no effect; nearly all actives have a fitted effect of over 60% in size
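Luminescence from Amplite-detected luciferase (10 minutes, ambient) reports Rab9 promoter activation. Before that, stable Rab9-luciferase Huh7 cells (1500/well, reduced-serum OP-MEM I plus 10% FBS) were exposed to compound for 24 hours at 37C.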
Active calls of the source: *; ? = inconclusive; . = no result given; ! = repeats disagree; [ ] = another dose, or the depositor's remark. Unless noted, calls follow the shape of the dose curve; as a rule, active = well fitted curve in the direction sought with a large enough effect; inconclusive = small, poorly fitted or top-dose-only effect, or another doubt; inactive = no such curve, though single readings can be large; an effect the other way counts as inactive or inconclusive. This is a random part of the collection. About 15% of those tested had a hit in this group.

Order of results – Tb PFK block	ELG1 genotox	ELG1 DNA repair	VP16 counter	BRCA1 expr up	RORgamma inh	TRPV1 ag	FLuc counter	NPC1 prom act	p53 reactivator	Rab9 prom act
1: Cc1ccc(S(=O)(=O)NCCC(c2ccccc2)c2ccccc2)cc1C(=O)O
 : 0%	-5%	6%	-8%	0%	13%	-3	?	-2%	1%	0%
2: CN1C(=O)Cc2cc(S(=O)(=O)NCc3cccs3)ccc21
 : -4%	1%	11%	-16%	-19%	6%	-3	1%	-2%	2%	1%
3: Cn1c2c(c(=O)n(C)c1=O)C(c1ccc(F)cc1)C(C#N)=C(N)O2 (configuration not stated)
 : 2%	7%	-1%	0%	2%	23%	-1	-10%	-3%	0%	-3%
4: COC(=O)c1n[nH]c2ccccc12
 : 0%	1%	10%	-5%	-30%	-13%	-1	?	12%	3%	17%
5: CC(C)CN(c1ccccc1)S(=O)(=O)c1nnc(NC(=O)c2ccco2)s1
 : 1%	-3%	?	?	-16%	?	3	0.85µM*!	2%	-15%	0%
6: CC(C)c1cc(NC(=O)C(C)(C)C)cc(C(C)C)c1O
 : -3%	-2%	12%	6%	0%	-13%	-1	2%	-2%	-1%	-1%
7: O=c1c2ccccc2nc(/C=C/c2ccc(Cl)cc2)n1CCO
 : 4%	2%	-13%	1%	-18%	?	16	-4%	-3%	-79%[inhibitor]	-1%
8: COc1ccccc1C(=O)Nc1ccc(N2CCN(S(C)(=O)=O)CC2)cc1
 : -5%	9.2µM*	?	-2%[0.365 µM]	11µM*	9%	9	?	25%	6%	?
9: O=C(c1ccc(CNc2c(N3CCOCC3)c(=O)c2=O)cc1)N1CC=C(c2ccccc2)CC1
 : -2%	16%	-12%	3%	-8%	-25%	-1	0%	-2%	2%	-2%
10: CCOc1ccccc1N1CC(O)=C(c2nc3ccccc3s2)C1=N
 : -12%	-18%	16µM*	.	-91%	-18%[0.365 µM]	11	-13%	-30%[inhibitor]	-12%	-25%
11: COc1cc(/C=C/C(=O)OCC(=O)NC2CCS(=O)(=O)C2)ccc1OC(F)F (configuration not stated)
 : 0%	7%	10%	.	-17%	.	-1	1%	1%	1%	0%
12: COc1cc(C(=O)Nc2ccc3c(c2)N(C(=O)CCN(C)C)c2ccccc2CC3)cc(OC)c1OC
 : 4%	?	?	15%	-60%	-18%	2	3%	-7%	-9%	-3%
13: CCN(CC)S(=O)(=O)c1ccc(N2CCCC2)c(NC(=O)c2ccc(OC)cc2OC)c1
 : -7%	-5%	?	-14%	-33%	-3%	0	-7%	-4%	12%	-21%
14: Cc1cccc(-c2n[nH]c([N+](=O)[O-])n2)c1
 : -3%	-1%	26%	-1%	-23%	14%	2	-11%	1%	1%	1%
15: O=C(Cn1ncc2c3ccccc3n(Cc3ccccc3)c2c1=O)N1CCN(c2ccccn2)CC1
 : -3%	-1%	-16%	3%	-41%	15%	5	-1%	-2%	.	3%
16: CN(CCO)Cc1csc2ccc(Br)cc12
 : -14%	0%	0%	0%	10%	-27%	0	6%	-1%	0%	-3%
17: O=C(CCNS(=O)(=O)c1cccc2nsnc12)Nc1ccc2c(c1)OCCO2
 : 5%	7%	17%	0%	-10%	11%	2	?	1%	0%	-2%
18: CCCNC(=O)COc1ccc(-c2nn(C)c(=O)c3ccccc23)cc1
 : -3%	0%	-20%	-12%	-44%	?	-2	-4%	-10%	17%	-8%
19: Cc1cccc(N2CCN(C(=O)CN3C(=O)NC4(CCCCCC4)C3=O)CC2)c1C
 : -8%	-7%	5%	.	2%	.	0	-2%	1%	2%	-3%
20: COCCNC(=O)c1ccc(Cl)c(S(=O)(=O)Nc2cccc(C)c2C)c1
 : -13%	-3%	2%	-8%	-10%	9%	-3	-1%	4%	1%	-9%
21: O=C(C1CCN(S(=O)(=O)c2cccc3cccnc23)CC1)N1CC=C(c2ccccc2)CC1
 : -4%	-13%	23µM*	-5%	.	40%	.	0%	-1%	-2%	-5%
22: CC(C)CC(NS(=O)(=O)OCC(Cl)(Cl)Cl)c1ccccc1 (configuration not stated)
 : 6%	-3%	-10%	-15%	-76%	28%	14	0%	-3%	17%	-2%
23: CCC1COCCS(=O)(=O)N1Cc1ccccc1C (configuration not stated)
 : -1%	1%	-8%	-4%	-5%	-18%	1	1%	-3%	9%	2%
24: Cc1ccc(C(=O)C2=C(O)C(=O)N(Cc3ccco3)C2c2cccc(Cl)c2)o1 (configuration not stated)
 : 1%	1%	-13%	6%	-19%	-33%	-4	4%	-2%	19%	17%
25: Cc1ccc(NC(=O)c2oc3c(c2C)C(=O)CC(C)(C)C3)cc1
 : 6%	-1%	3%	4%	4%	11%	?	1%	-2%	-2%	1%
26: O=C(COC(=O)c1ccc(-c2nnc(-c3ccccc3)o2)cc1)c1ccccc1
 : -6%	?	?	-7%	?	1%	2	4%	0.56µM*	21%	0.56µM*
27: CC(C)(C)OC(=O)N1CCC(CNC(=O)c2ccc(F)cc2)CC1
 : 0%	-5%	-11%	2%	-7%	3%	?	-3%	-1%	-4%	-8%
28: Cc1ccc(OCCSc2nnc(-c3ccncc3)n2C)cc1
 : 8%	-2%	-20%	0%	-2%	-1%[10 µM]	-2	2%	0%	-3%	-3%
29: Cc1ccc(-c2cnc(SCC(=O)N3CCCc4ccccc43)n2C)cc1
 : 4%	0%	1%	-13%	16%	11µM*	-6	19µM*	-4%	24%	-5%
30: CCOC(=O)N1CCN(C(=O)CS(=O)(=O)Cc2nc(-c3ccccc3F)oc2C)CC1
 : -2%	-2%	-10%	-20%	0%	0%	-4	0%	-2%	1%	-3%

3 entries from above, sorted by SMILES length, ascending.
Order of results – Tb PFK block	ELG1 genotox	ELG1 DNA repair	VP16 counter	BRCA1 expr up	RORgamma inh	TRPV1 ag	FLuc counter	NPC1 prom act	p53 reactivator	Rab9 prom act
16: CN(CCO)Cc1csc2ccc(Br)cc12
 : -14%	0%	0%	0%	10%	-27%	0	6%	-1%	0%	-3%
22: CC(C)CC(NS(=O)(=O)OCC(Cl)(Cl)Cl)c1ccccc1 (configuration not stated)
 : 6%	-3%	-10%	-15%	-76%	28%	14	0%	-3%	17%	-2%
26: O=C(COC(=O)c1ccc(-c2nnc(-c3ccccc3)o2)cc1)c1ccccc1
 : -6%	?	?	-7%	?	1%	2	4%	0.56µM*	21%	0.56µM*

Later entries
Order of results – Tb PFK block	ELG1 genotox	ELG1 DNA repair	VP16 counter	BRCA1 expr up	RORgamma inh	TRPV1 ag	FLuc counter	NPC1 prom act	p53 reactivator	Rab9 prom act
31: COc1ccc(Cn2c(C3CC3)nc3ccc(NC(=O)C4CC4)cc3c2=O)cc1
 : 1%	2.6µM*	?	0%	?	?	8	4.3µM*	1.4µM*	?	1.6µM*
32: COc1ccccc1Oc1c(C)oc2cc(OC(=O)c3ccco3)ccc2c1=O
 : -1%	0%	13%	-8%	2%	-10%	-2	-18%	-1%	-2%	1%
33: CCC[C@@H](O)c1cc2cc(OC)c(OC)cc2c(=O)o1
 : -4%	3%	9%	.	-21%	.	-2	3%	1%	-1%	3%
34: CCOC(=O)N1CCN(c2c(N3CCN(c4cc(C)ccc4C)CC3)c(=O)c2=O)CC1
 : -1%	3%	-5%	13%	0%	-23%	1	9%	-3%	-6%	-7%
35: O=C(NN1CCOCC1)c1cc(-c2ccc(Br)s2)nc2ccccc12
 : -3%	14%	?	-9%	5%	-15%	5	-10%	-8%	3%	2%
36: O=C(CNC(=O)c1ccccc1Cl)N/N=C/c1ccc([N+](=O)[O-])s1
 : 1%	-8%	?	?	-88%[inhibitor]	18µM*	-5	-2%	7%	?	-2%
37: CCOC(=O)N1CCN(S(=O)(=O)c2ccc(OC)c(Cl)c2Cl)CC1
 : -24%	2%	-18%	-22%	-13%	36%	5	0%	3%	-14%	-8%

Full records, looked up by structure.
`COc1ccccc1Oc1c(C)oc2cc(OC(=O)c3ccco3)ccc2c1=O` across the screens: Tb PFK block = -1%; ELG1 genotox = 0%; ELG1 DNA repair = 13%; VP16 counter = -8%; BRCA1 expr up = 2%; RORgamma inh = -10%; TRPV1 ag = -2; FLuc counter = -18%; NPC1 prom act = -1%; p53 reactivator = -2%; Rab9 prom act = 1%
`CCOC(=O)N1CCN(c2c(N3CCN(c4cc(C)ccc4C)CC3)c(=O)c2=O)CC1` across the screens: Tb PFK block = -1%; ELG1 genotox = 3%; ELG1 DNA repair = -5%; VP16 counter = 13%; BRCA1 expr up = 0%; RORgamma inh = -23%; TRPV1 ag = 1; FLuc counter = 9%; NPC1 prom act = -3%; p53 reactivator = -6%; Rab9 prom act = -7%
